From PubChem BioAssay
CHO parental Ca – ATP-evoked calcium signal inhibitors, parental CHO, primary screen, counter-screen for OX1R antagonist project, cell-based, fluorescence, Fluo-8 calcium dye; parental CHO-K1, ATP-induced calcium, Fluo-8 fluorescence; inhibition, % at 5.6 µM; 0.63% of 330,000 active;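 active = inhibition above that plate's mean sample inhibition plus 3 SD, cut at about 26% in these data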;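 also: 0% = ATP-challenged DMSO wells and 100% = DMSO wells without ATP; some compounds past the cut are filed as inactive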
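Assay system – parental CHO cells · Reagent – ATP stimulus · Detection – intracellular calcium via Fluo-8 no-wash fluorescent dye · Evaluation – percent inhibition of ATP-evoked calcium rise, normalized to controls · Controls – ATP wells versus no-ATP DMSO wells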
GPR7 antag – GPR7 receptor antagonists, primary screen, cell-based, fluorescence, single concentration; inhibition, % at 4.4 µM; GPR7-expressing cells, fluorescence antagonist assay; AID 1861, 2009; 1.1% of 290,000 active; in the data active = inhibition above about 16%, passing the limit was not always enough;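 also: cells stimulated with the agonist NPW; 0% = agonist with vehicle and 100% = vehicle without agonist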
OXTR ag – human OXTR agonists, primary screen, fluorescence, CHO-OTR cells, Fluo-8 calcium; Oxytocin receptor (Homo sapiens), P30559; Fluo-8 calcium fluorescence; normalized: DMSO 0%, oxytocin 100%; activation, % at 3 µM; 0.32% of 320,000 active;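 active = activation above the mean of all tested compounds plus 3 SD, cutoff set per screening run, cut at about 20% in these data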;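 also: peak over basal fluorescence ratio from a 100 s FLIPR kinetic read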
Target sequence (P30559 whole entry, looked up): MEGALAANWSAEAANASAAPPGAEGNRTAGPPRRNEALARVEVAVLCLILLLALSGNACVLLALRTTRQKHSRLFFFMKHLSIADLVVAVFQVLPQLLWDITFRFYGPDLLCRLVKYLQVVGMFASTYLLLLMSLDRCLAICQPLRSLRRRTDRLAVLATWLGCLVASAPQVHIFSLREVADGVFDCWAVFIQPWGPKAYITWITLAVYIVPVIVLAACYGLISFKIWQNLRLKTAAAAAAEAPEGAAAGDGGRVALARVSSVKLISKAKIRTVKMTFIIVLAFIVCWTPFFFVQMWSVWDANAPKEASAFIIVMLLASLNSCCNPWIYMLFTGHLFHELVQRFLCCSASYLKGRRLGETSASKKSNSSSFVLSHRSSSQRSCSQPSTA
CHO-K1 Ca antag – M1 antagonist counterscreen hit in parental CHO-K1 cells; ATP-induced calcium, Fluo-8 fluorescence; inhibition, % at 3 µM; 0.6% of 360,000 active; AID 602250;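 active = inhibition above a per-plate cutoff, the plate's mean sample inhibition plus 3 SD, cut at about 24% in these data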;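 also: 0% = DMSO plus EC80 ATP and 100% = DMSO alone without ATP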
V1aR counter – agonists of human V1a receptor, primary screen, counter-screen for OXTR agonist project, fluorescence, CHO-V1R cells. 0.25% of 320,000 active. Vasopressin V1a receptor (Homo sapiens), P37288. activation, % at 3 µM. Fluo-8 calcium fluorescence, agonist mode; 0% DMSO, 100% 3 nM vasopressin;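 active = activation above the mean activation of all tested compounds plus 3 SD, per screening run, cut at about 20% in these data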;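 also: signal is peak over basal fluorescence ratio across a 100 second FLIPR read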
Target sequence (P37288 whole entry, looked up): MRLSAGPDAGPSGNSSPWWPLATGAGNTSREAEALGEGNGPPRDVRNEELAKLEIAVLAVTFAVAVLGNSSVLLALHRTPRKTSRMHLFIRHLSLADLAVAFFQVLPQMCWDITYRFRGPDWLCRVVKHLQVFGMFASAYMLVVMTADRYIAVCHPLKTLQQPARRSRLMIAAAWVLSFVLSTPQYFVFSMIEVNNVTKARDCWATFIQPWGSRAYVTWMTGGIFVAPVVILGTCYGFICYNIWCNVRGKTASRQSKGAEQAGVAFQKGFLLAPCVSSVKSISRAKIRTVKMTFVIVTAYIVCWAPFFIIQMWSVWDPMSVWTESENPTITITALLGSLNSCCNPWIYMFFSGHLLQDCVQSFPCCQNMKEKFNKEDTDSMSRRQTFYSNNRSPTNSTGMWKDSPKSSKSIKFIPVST
OXTR potentiator – human OXTR potentiators, primary screen, fluorescence, CHO-OTR cells, Fluo-8 calcium; Oxytocin receptor (Homo sapiens), P30559; Fluo-8 calcium fluorescence, potentiator mode; 0% = oxytocin EC15, 100% = EC100; activation, % at 3 µM; 0.061% of 320,000 active;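 active = activation above that plate's cutoff, the mean activation of tested compounds plus 3 SD, cut at about 6.6% in these data, passing the limit was not always enough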;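 also: 100% uses oxytocin at 75 nM as the full agonist control; some results filed as inactive read as strong as hits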
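Assay system: CHO-OTR cells, human receptor / Also added: oxytocin at about EC15, sub-maximal agonist stimulus / Dosing: single dose, 3.0 µM nominal final compound concentration / Incubation: 6 min pre-incubation, 100 s read / Technique: Fluo-8 calcium dye fluorescence / Read-out: % activation vs EC15 and EC100 oxytocin / Benchmarks: EC15 oxytocin low, 75 nM oxytocin high / Replicates: singlicate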
M1 PAM parental – nonselective calcium activators in parental CHO-K1 cells, primary screen, counter-screen for M1 PAM project, cell-based, Fluo-8 calcium fluorescence, full deck, 1536-well | ATP EC20; 0% at ATP EC20, 100% at ATP max | activation, % at 3 µM | 0.02% of 360,000 active | AID 602247, 2012;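 active = activation above the run cutoff, the mean activation of all test compounds plus 3 SD, cut at about 40% in these data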;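 also: peak over basal fluorescence ratio in a 140 s read after ATP addition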
TAAR1 antag – human TAAR1 antagonists, primary screen, Fluo-8 calcium fluorescence, CHO RD-HGA16 cells | Trace amine-associated receptor 1 (Homo sapiens), Q96RJ0 | antagonist | inhibition, % at 3 µM | 1.5% of 360,000 active | AID 624466, 2012;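 active = inhibition above a per-plate cutoff, the mean inhibition of test compounds on that plate plus 3 SD, cut at about 49% in these data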;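 also: 0% = DMSO plus EC80 beta-PEA response and 100% = DMSO alone without agonist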
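Assay system: RD-HGA16 CHO cells with stable hTAAR1 and Gα16 / Reagent: EC80 β-phenethylamine stimulus / Doses: 3 µM, single point / Timing: dye loading 75 min at 37 °C, then 30 min room temperature / Measured by: Fluo-8 intracellular calcium dye fluorescence, real-time kinetic reads / Controls: vehicle wells and EC80 agonist wells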
CHO-K1 Ca ag – counter-screen for M1 agonists: effect in parental CHO-K1 cells. 0.48% of 360,000 active. AID 602248, 2012. activation, % at 3 µM. Fluo-8 calcium fluorescence; scaled to maximal ATP response, vehicle zero; in the data active = activation above about 15%;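 also: untransfected CHO-K1 host cells lacking M1 receptor as counterscreen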
Starred values were filed as active, the others as inactive; nt = no result given.

#	SMILES	OXTR potentiator	OXTR ag	M1 PAM parental	CHO parental Ca	CHO-K1 Ca antag	TAAR1 antag	GPR7 antag	V1aR counter	CHO-K1 Ca ag
1	COc1ccc(CN(C(=O)c2snc(C(N)=O)c2N)C(C(=O)NC2CCCC2)c2ccc(OC)c(OC)c2)cc1 (stereo not drawn)	-16	0.4	18	-14	6	9	-5	0.3	2.6
2	C=CCNc1nc(Cl)nc(Nc2cc(Cl)ccc2OC)n1	nt	nt	0	nt	-2	3	-16	nt	0.6
3	O=C(NCC(O)c1ccc([N+](=O)[O-])cc1)C1CCCCC1 (stereo not drawn)	-2	-0.5	18	-21	-17	-14	-7	-0.3	0.7
4	O=C(c1cc2c(s1)CCCC2)N1CCN(S(=O)(=O)c2ccccc2)CC1	0	0.8	-10	-16	-1	-11	nt	1.8	0.8
5	CCC(CO)NC(=O)c1cc2c(s1)CCC2 (stereo not drawn)	-13	0.4	11	-6	0	1	-22	1.6	-0.4
6	C#CCOCCOCCOCCNc1nc(N2CCN(C(=O)[C@H](CCCCN)n3cc(CN)nn3)CC2)nc(N2CCN(C(=O)[C@H](CC(N)=O)n3cc(C(N)[C@H](C)CC)nn3)CC2)n1 (stereo partly drawn)	-6	0.1	5	6	-6	2	nt	0.6	-0.1
7	CC(OC(=O)c1cccs1)C(=O)NC1CC1 (stereo not drawn)	-4	1.2	18	4	-12	2	-11	-0.4	-0.1
8	Cc1nc2cc(NC(=O)c3cccc(S(C)(=O)=O)c3)ccc2o1	-6	-0.1	-6	-2	-3	4	-1	2.1	-0.1
9	Cc1cc2nc(=O)c(/C=C3\C=Nc4ccccc43)c(N)n2o1	0	0.1	-7	-16	1	-27	2	1.3	0.1
10	O=C(Nc1ccc(Oc2ccccc2)cc1)C1CCCN(c2ncccn2)C1 (stereo not drawn)	0	-0.9	21	-17	-28	-3	-4	-0.1	0.1
11	C[C@H](CO)N1C[C@H](C)[C@@H](CN(C)Cc2ccc(O)cc2)OCc2cnnn2CCCC1=O	nt	nt	-6	nt	2	-10	nt	nt	0.1
12	O=C(NCCS(=O)(=O)N1CCN(c2cccc(Cl)c2)CC1)C1CCCC1	-8	2.1	-9	-10	2	-4	nt	3.0	4.1
13	C[C@H]1CN([C@@H](C)CO)C(=O)c2cc(-c3cccc(F)c3)cnc2O[C@@H]1CN(C)S(C)(=O)=O	nt	nt	0	nt	21	-7	nt	nt	-0.1
14	COC(=O)c1ccc(NC(=O)c2ccccc2-c2ccccc2C(=O)O)cc1	-5	0.2	9	3	-4	-18	-5	-0.1	-0.2
15	Cc1c(Cl)cccc1NC(=O)c1nc(C)n(-c2cc(OC(C)C)c(Cl)cc2Cl)n1	-3	-0.9	-5	-24	0	-33	4	-0.2	0.0
16	Cc1cc(C)cc(COc2ccc3c(C)c(CC(=O)O)c(=O)oc3c2C)c1	-13	-1.7	0	-10	-12	19	-12	0.4	-1.1
17	CCC(=O)N1CCc2cc(S(=O)(=O)N(C)c3ccc(Br)cc3)ccc21	nt	nt	18	nt	-13	1	-9	nt	0.8
18	O=C1NC[C@H](Cc2ccccc2)N(CC2CCN(CCC34CC5CC(CC(C5)C3)C4)CC2)C1=O	nt	nt	13	nt	-13	-7	nt	nt	0.2
19	Cc1cccc(C)c1NC(=O)CSc1nnc(-c2ccncc2)n1Cc1ccco1	-12	-1.0	12	-18	-16	2	-3	-0.9	0.3
20	Cc1c(NC(=O)CSc2ccccc2C(=O)Nc2cccnc2)c(=O)n(-c2ccccc2)n1C	1	-0.2	21	-7	-7	3	-1	31*	1.3
21	COCCn1c(C(=O)N(C)C)cc2c1C[C@H]1CN(C(=O)c3ccccc3)[C@@](Cc3ccc(F)cc3)(C(=O)OC)[C@@H]21	nt	nt	27	nt	-30	-18	nt	nt	1.4
22	CC(C)c1ccc(C(O)P(=O)(OCc2ccccc2)c2ccc(N(C)C)cc2)cc1 (stereo not drawn)	-5	-0.9	8	-9	-3	-28	-6	0.1	5.2
23	COc1ccc(C(=O)NC2CCC(O)CC2)cc1S(=O)(=O)NCc1ccc(Cl)cc1 (stereo not drawn)	-7	0.4	6	3	4	-15	nt	0.2	0.0
24	CCCCn1c(SCC(=O)Nc2nnc(CC)s2)nc2ccccc2c1=O	0	0.3	3	-10	0	1	-13	0.7	2.2
25	CCOC(=O)CSc1nnnn1-c1cc(OC)c(Cl)cc1OC	2	-0.1	18	-4	-2	8	-11	0.2	0.5
26	COC(=O)CNC(=O)c1c(C)cc(=O)oc1C	-5	-0.6	3	3	-22	4	3	-1.0	-0.1
27	COc1ccccc1C(=O)n1nc(-c2ccc(Cl)cc2)nc1N	-11	-0.1	25	-7	-22	5	-13	-1.1	0.2
28	O=C(NCc1ccc2[nH]c3c(c2c1)CCCC3)c1ccc(S(=O)(=O)N2CCCC2)cc1	-7	-1.3	8	-6	2	4	-21	-0.3	0.5
29	CCC(C)[C@H](NC(=O)[C@@H]1CSC2c3ccccc3C(=O)N21)C(=O)N1CCCCC1 (stereo partly drawn)	-3	-3.0	14	-21	-7	-23	-13	-1.3	-0.3
30	CCc1ccc(N2C(=O)c3sc4nnc(-c5ccccc5)c(=O)n4c3C2=O)cc1	-11	1.2	12	-10	-8	-2	-7	0.2	0.2

(list continues)
#	SMILES	OXTR potentiator	OXTR ag	M1 PAM parental	CHO parental Ca	CHO-K1 Ca antag	TAAR1 antag	GPR7 antag	V1aR counter	CHO-K1 Ca ag
31	O=C(NCC1CCCO1)c1cc(S(=O)(=O)N2CCOCC2)c(Cl)cc1Cl (stereo not drawn)	nt	nt	-20	nt	3	-10	-12	nt	0.9
32	CCc1ccc(S(=O)(=O)NCCc2cn3ccccc3n2)s1	1	0.2	-4	-14	9	1	0	-0.6	0.1
33	CSc1ccccc1C(=O)OCC(=O)NCCN1C(=O)CSC1=O	-7	2.4	0	-9	0	-24	nt	1.0	-0.2
34	COc1ccc(/C=C2/N=C(SC3CCOC3=O)N(c3cccc(OC)c3)C2=O)cc1 (stereo not drawn)	-5	-0.6	19	-8	-4	5	-6	0.8	-0.4
35	COc1cc(-c2nc(CN3CCCCC3CCNC(C)=O)c(C)o2)ccc1F (stereo not drawn)	5	-0.2	9	-17	-12	-13	-8	-0.8	0.0
36	O=C1OCCN1C(=O)[C@H]1[C@H](c2ccccc2)C(c2cccc(Cl)c2)=NN1c1ccc(Br)cc1	nt	nt	-14	-16	5	-12	nt	nt	-0.4
37	COc1cc(/C=C(/NC(=O)c2ccccc2)C(=O)Nc2cccc(O)c2)c([N+](=O)[O-])cc1OC	-4	-0.1	21	-12	-7	-2	-7	0.3	0.0
38	CCOC(=O)Cc1c(C)nc2cc(-c3ccc(C)cc3)[nH]n2c1=O	-10	-1.4	14	12	-1	-18	-13	0.1	0.3
39	Cc1cccnc1NC(=O)CN1C(=O)COc2ccc(Cl)cc21	-3	-0.1	19	-18	-9	-16	-4	1.0	0.8
40	COc1ccc(NC2CCCN(C(=O)c3c(C)noc3C)C2)cc1 (stereo not drawn)	0	-0.3	-4	-6	-3	-31	-6	1.0	0.8

A second format for four compounds above.
Results follow in this order: OXTR potentiator | OXTR ag | M1 PAM parental | CHO parental Ca | CHO-K1 Ca antag | TAAR1 antag | GPR7 antag | V1aR counter | CHO-K1 Ca ag
32	CCc1ccc(S(=O)(=O)NCCc2cn3ccccc3n2)s1
 : 1 | 0.2 | -4 | -14 | 9 | 1 | 0 | -0.6 | 0.1
34	COc1ccc(/C=C2/N=C(SC3CCOC3=O)N(c3cccc(OC)c3)C2=O)cc1 (stereo not drawn)
 : -5 | -0.6 | 19 | -8 | -4 | 5 | -6 | 0.8 | -0.4
39	Cc1cccnc1NC(=O)CN1C(=O)COc2ccc(Cl)cc21
 : -3 | -0.1 | 19 | -18 | -9 | -16 | -4 | 1.0 | 0.8
31	O=C(NCC1CCCO1)c1cc(S(=O)(=O)N2CCOCC2)c(Cl)cc1Cl (stereo not drawn)
 : nt | nt | -20 | nt | 3 | -10 | -12 | nt | 0.9
